Compound activity as filed in PubChem BioAssay.
Bcl-xL primary = inhibitors of human Bcl-xL; 320,000 tested, 0.7% active; GST-Bcl-xL / FITC-Bim BH3 peptide fluorescence polarization; AID 2129; inhibition, % at 10.9 µM;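 active means inhibition above the mean of all tested compounds plus 3 SD, cutoff set per campaign, cut at about 30% in these data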;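 further: 0% = DMSO wells and 100% = unlabeled Bim-BH3 peptide competitor; inhibitors lower millipolarization by displacing the labeled peptide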
Target sequence (Q07817 whole entry, looked up): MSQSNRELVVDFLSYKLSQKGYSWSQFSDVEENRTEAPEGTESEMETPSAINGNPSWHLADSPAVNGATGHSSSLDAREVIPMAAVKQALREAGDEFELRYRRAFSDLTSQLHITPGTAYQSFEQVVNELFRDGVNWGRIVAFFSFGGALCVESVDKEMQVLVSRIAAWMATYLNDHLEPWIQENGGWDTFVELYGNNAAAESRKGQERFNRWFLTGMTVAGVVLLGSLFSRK
TPT1 inhibitor = C. albicans TPT1 enzyme inhibition | recombinant caTPT1, FP RNA substrate dephosphorylation | inhibition, % at 5 µM | 300,000 tested, 0.81% active | AID 1962;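 active means inhibition above the mean of all tested compounds plus 3 SD, set per screening campaign, cut at about 24% in these data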;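 further: plate controls were DMSO alone for no effect and ferristatin control at 100 nM for full effect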
Fam108B counter = counter-screen for RBBP9 inhibitors: inhibitors of mouse Fam108B; recombinant Fam108B, FP-Rh probe fluorescence polarization; inhibition, % at 9.51 µM; 300,000 tested, 0.33% active; AID 1947;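 active means inhibition above the screen mean inhibition plus 3 SD, computed separately per campaign, cut at about 18% in these data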;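 further: inhibitors lower polarization as less probe binds the enzyme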
MCL1-BIM inh = MCL1-BIM-BH3 interaction inhibition (human). Q07820. GST-MCL1 / FITC-Bim-BH3 fluorescence polarization. inhibition, % at 10.9 µM. 320,000 tested, 0.68% active. AID 2057;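 active means inhibition above the mean inhibition of all tested compounds plus 3 SD, set per campaign, cut at about 40% in these data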;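 further: 0% = DMSO wells and 100% = unlabeled Bim-BH3 peptide control; higher means more loss of mP so more displacement of Bim peptide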
PAD4 FP inh = blocks human protein arginine deiminase 4; Q9UM07; recombinant PAD4, RCA probe fluorescence polarization; inhibition, % at 6.36 µM; 330,000 tested, 0.41% active;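 active means percent inhibition above a cutoff equal to the mean of all tested compounds plus 3 SD, cut at about 15% in these data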;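 further: 0% = PAD4 with RCA probe and DMSO and 100% = probe without PAD4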
GSTO1 counter = GSTO1 inhibition, counter-screen for RBBP9 inhibitors. P78417. recombinant GSTO1, activity-based probe fluorescence polarization. inhibition, % at 5.96 µM. 300,000 tested, 1.1% active;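 active means inhibition above the campaign mean inhibition plus 3 SD, cut at about 35% in these data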;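 further: 0% = GSTO1-1 with DMSO and 100% = wells lacking GSTO1-1 enzyme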
Target sequence (P78417 whole entry, looked up): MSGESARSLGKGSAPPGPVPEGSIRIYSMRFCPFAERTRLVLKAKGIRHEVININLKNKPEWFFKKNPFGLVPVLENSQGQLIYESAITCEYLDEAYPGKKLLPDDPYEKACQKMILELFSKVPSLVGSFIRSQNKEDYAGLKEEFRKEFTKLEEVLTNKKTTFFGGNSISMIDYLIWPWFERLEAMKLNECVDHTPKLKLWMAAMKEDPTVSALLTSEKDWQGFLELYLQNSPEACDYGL
MEX-5 binding = C. elegans MEX-5 TCR-2 RNA binding activity. Q9XUB2. MEX-5/FITC-TCR2 RNA binding, fluorescence polarization; active compounds read low. activity score (negative = inhibition of binding), % at 10 µM. 300,000 tested, 0.38% active;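 active means inhibition past about -25% in most replicates, and total fluorescence under double the plate's negative control median, limit read from the data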;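 further: 0% = DMSO and -100% = 5 µM competing unlabeled TCR2 RNA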
PME-1 inh = blocks human protein phosphatase methylesterase 1 | 320,000 tested, 0.53% active | inhibition, % at 5.9 µM | recombinant PME-1, FP-Rh probe fluorescence polarization | AID 2130;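 active means inhibition above the campaign mean of all compounds plus 3 SD, cut at about 26% in these data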;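 further: competitive labeling of PME-1 active site by serine hydrolase directed probe; 0% = PME-1 with DMSO and 100% = wells lacking PME-1 enzyme; inhibitors block probe labeling so polarization falls and inhibition rises; many of its hits are not listed in these tables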
GLD-1 RNA inh = GLD-1-TGE RNA interaction inhibition (C. elegans); Q17339; purified GLD-1 + fluorescein TGE RNA, fluorescence polarization; inhibition, % at 5.96 µM; 320,000 tested, 0.44% active; AID 2280;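 active means percent inhibition above a per-plate cutoff, the plate mean of test compounds plus 3 SD, cut at about 30% in these data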;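 further: 0% = DMSO wells with GLD-1 and probe and 100% = wells lacking GLD-1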
Target sequence (Q17339 whole entry, looked up): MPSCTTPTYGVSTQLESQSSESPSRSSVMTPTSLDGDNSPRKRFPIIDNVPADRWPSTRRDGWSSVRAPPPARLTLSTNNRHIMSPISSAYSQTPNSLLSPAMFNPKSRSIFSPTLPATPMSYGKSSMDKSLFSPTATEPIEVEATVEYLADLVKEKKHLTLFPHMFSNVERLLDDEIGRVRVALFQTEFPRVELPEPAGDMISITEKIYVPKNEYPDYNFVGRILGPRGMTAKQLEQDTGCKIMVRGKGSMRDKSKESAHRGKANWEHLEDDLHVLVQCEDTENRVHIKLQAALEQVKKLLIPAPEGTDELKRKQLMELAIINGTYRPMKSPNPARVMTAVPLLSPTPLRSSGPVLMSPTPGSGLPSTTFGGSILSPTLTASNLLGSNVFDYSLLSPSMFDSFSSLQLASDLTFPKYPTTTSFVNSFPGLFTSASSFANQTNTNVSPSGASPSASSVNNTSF
* marks the source's active call; other numbers are inactive results; / = not tested or not shown.

A first look (twelve entries):
SMILES	Bcl-xL primary	TPT1 inhibitor	Fam108B counter	MCL1-BIM inh	PAD4 FP inh	GSTO1 counter	MEX-5 binding	PME-1 inh	GLD-1 RNA inh
CCC(=O)Nc1nnc(S(=O)(=O)N2CCc3ccccc32)s1	-3.2	14.2	-2.9	7.3	4.4	-1.7	3.9	0.6	-6.2
CC(=O)Nc1ccccc1C(F)(F)F	1.1	-3.7	-1.3	6.0	-4.3	4.5	0.5	3.9	-3.8
CN(Cc1cnccn1)C(=O)CC1C(=O)NCCN1Cc1ccc(F)cc1Cl (stereo not drawn)	16.1	1.3	-0.3	11.0	-4.3	1.4	-0.3	4.3	8.1
CCNC(=O)NC(=O)C(C)Sc1ccc2c(c1)OCCO2 (stereo not drawn)	4.7	-7.7	1.1	0.1	1.4	4.3	/	7.2	-3.8
COc1ccc(OC)c(S(=O)(=O)Nc2cccc(F)c2)c1	-0.7	-3.9	-2.2	0.2	1.8	9.3	-0.1	-2.9	4.6
Cc1cc[n+](-c2[nH]c(=O)sc2/C=N/N=C(\[O-])c2ccncc2)cc1C	15.1	-3.0	-5.7	14.6	-6.1	7.1	-11.2	-0.1	9.1
CCOC(=O)c1c(S(=O)(=O)NCC(C)c2ccccc2)c(C)n(C)c1C (stereo not drawn)	-3.1	-2.3	-3.4	-4.0	7.3	-17.0	-1.0	5.9	-0.3
CCC(=O)Nc1ccc(NC(=O)c2cc3ccccc3o2)cc1	3.8	-1.1	-0.1	4.8	2.1	-4.3	-1.2	-4.8	-0.2
CC(NC(=O)CCc1nnc(C2CCCCC2)o1)c1ccc(F)cc1 (stereo not drawn)	-0.4	-0.6	-1.1	3.5	3.6	6.6	-1.0	2.0	9.6
CCCS(=O)(=O)N1CCC(C(=O)NCCCN2CCC(Cc3ccccc3)CC2)CC1	0.0	-4.0	1.6	5.2	-3.6	4.2	0.4	-3.8	-0.8
O=C(O)CCN1C(=O)c2ccc(NC(=O)CSCc3ccccc3)cc2C1=O	5.3	-1.6	1.2	2.4	5.5	-4.1	0.6	-1.8	-1.4
CCOC(=O)CC1CCCCN1C(=O)CCCn1nnnc1CN1CCOCC1 (stereo not drawn)	1.1	-0.5	3.2	2.0	-1.9	-1.3	1.1	0.2	1.2

The list itself, from the start:
SMILES	Bcl-xL primary	TPT1 inhibitor	Fam108B counter	MCL1-BIM inh	PAD4 FP inh	GSTO1 counter	MEX-5 binding	PME-1 inh	GLD-1 RNA inh
CCC(=O)Nc1nnc(S(=O)(=O)N2CCc3ccccc32)s1	-3.2	14.2	-2.9	7.3	4.4	-1.7	3.9	0.6	-6.2
CC(=O)Nc1ccccc1C(F)(F)F	1.1	-3.7	-1.3	6.0	-4.3	4.5	0.5	3.9	-3.8
CN(Cc1cnccn1)C(=O)CC1C(=O)NCCN1Cc1ccc(F)cc1Cl (stereo not drawn)	16.1	1.3	-0.3	11.0	-4.3	1.4	-0.3	4.3	8.1
CCNC(=O)NC(=O)C(C)Sc1ccc2c(c1)OCCO2 (stereo not drawn)	4.7	-7.7	1.1	0.1	1.4	4.3	/	7.2	-3.8
COc1ccc(OC)c(S(=O)(=O)Nc2cccc(F)c2)c1	-0.7	-3.9	-2.2	0.2	1.8	9.3	-0.1	-2.9	4.6
Cc1cc[n+](-c2[nH]c(=O)sc2/C=N/N=C(\[O-])c2ccncc2)cc1C	15.1	-3.0	-5.7	14.6	-6.1	7.1	-11.2	-0.1	9.1
CCOC(=O)c1c(S(=O)(=O)NCC(C)c2ccccc2)c(C)n(C)c1C (stereo not drawn)	-3.1	-2.3	-3.4	-4.0	7.3	-17.0	-1.0	5.9	-0.3
CCC(=O)Nc1ccc(NC(=O)c2cc3ccccc3o2)cc1	3.8	-1.1	-0.1	4.8	2.1	-4.3	-1.2	-4.8	-0.2
CC(NC(=O)CCc1nnc(C2CCCCC2)o1)c1ccc(F)cc1 (stereo not drawn)	-0.4	-0.6	-1.1	3.5	3.6	6.6	-1.0	2.0	9.6
CCCS(=O)(=O)N1CCC(C(=O)NCCCN2CCC(Cc3ccccc3)CC2)CC1	0.0	-4.0	1.6	5.2	-3.6	4.2	0.4	-3.8	-0.8
O=C(O)CCN1C(=O)c2ccc(NC(=O)CSCc3ccccc3)cc2C1=O	5.3	-1.6	1.2	2.4	5.5	-4.1	0.6	-1.8	-1.4
CCOC(=O)CC1CCCCN1C(=O)CCCn1nnnc1CN1CCOCC1 (stereo not drawn)	1.1	-0.5	3.2	2.0	-1.9	-1.3	1.1	0.2	1.2
O=C(CC(=O)Nc1ccccn1)Nc1ccccn1	-0.7	1.2	-2.8	1.8	3.0	-8.4	-0.7	3.4	10.3
Cc1ccc(C)c(NC(=S)N(CCc2nc3cc(C)c(C)cc3[nH]2)Cc2cccnc2)c1	-8.7	2.8	-3.5	-6.9	2.3	0.1	4.7	1.1	3.1
COc1ccc(C2(c3ccc(OC)cc3)NC(=O)N(CC(=O)NCC(C)c3ccccc3)C2=O)cc1 (stereo not drawn)	1.1	/	/	-2.0	0.5	/	/	1.0	-1.7
COc1ccc(N2CS(=O)CC2=O)cc1 (stereo not drawn)	-0.5	0.0	1.1	7.8	5.6	-1.8	1.9	6.9	-3.0
O=C(Nc1ccccc1)Nc1ccc2ocnc2c1	6.8	2.0	2.6	-2.5	-11.6	13.7	-0.1	1.6	-3.5
Cc1cc(NC(=O)CSc2ccccc2)no1	8.2	-0.3	-0.7	8.0	-9.1	2.9	-3.4	-5.7	5.5
CCc1ccc2nc(N3CCN(C(=O)C(C)(C)C)CC3)sc2c1	7.0	1.4	1.2	-0.8	0.8	2.1	-0.5	-3.0	-1.6
CN1CCN(C(=S)NC(=O)c2ccco2)CC1	5.8	2.5	-1.9	10.7	-3.7	7.6	-1.6	-7.8	1.4
CCOc1cc(/C=C2\SC(=N)N(c3nccs3)C2=O)ccc1OCCN1CCOCC1	4.9	1.3	7.4	6.7	0.4	-62.4	-6.7	0.2	2.4
O=C(CC1Sc2ccccc2NC1=O)NCc1ccc(Cl)cc1 (stereo not drawn)	7.1	-2.3	0.4	9.3	0.5	-0.4	0.8	6.2	5.1
CCOC(=O)COc1coc(CN2CCN(c3ccc(F)cc3)CC2)cc1=O	14.5	-1.9	1.9	7.7	-2.3	-4.3	0.1	3.4	0.7
COCCNC(=S)Nc1ccccn1	3.1	1.4	-3.1	1.0	-1.3	7.2	-2.7	-0.4	3.2
Cc1c(Cl)cccc1NC(=O)Cn1nc(C)n2cccc2c1=O	2.9	-1.5	0.8	1.1	0.8	-3.3	-1.3	-2.3	-2.2

(next part)
SMILES	Bcl-xL primary	TPT1 inhibitor	Fam108B counter	MCL1-BIM inh	PAD4 FP inh	GSTO1 counter	MEX-5 binding	PME-1 inh	GLD-1 RNA inh
Cc1cc(NS(=O)(=O)c2ccc(NC(=O)CSc3nc4sc(C(=O)O)c(C)c4c(=O)[nH]3)cc2)no1	6.0	-0.6	1.6	-3.1	-5.5	-8.0	0.4	-4.9	-1.8
CS(=O)(=O)N1CCN(c2nnc(-c3ccccc3)c3ccccc23)CC1	2.8	-3.4	2.2	6.0	-1.2	9.6	2.1	4.0	2.4
COc1ccc(C(=O)Nc2cnccn2)cc1[N+](=O)[O-]	4.1	-0.7	-2.8	7.1	4.6	1.3	3.0	-2.5	0.4
COc1ccc(NC(=O)c2ccc(S(=O)(=O)NCc3cccnc3)cc2)cc1	5.3	-2.1	-1.1	5.6	-6.0	10.5	-0.6	1.3	-0.1
CC(C)c1ccc(CNc2nnnn2C)cc1	5.2	-1.0	2.2	1.9	-1.8	-1.2	-1.0	0.3	7.6
COc1ccc2[nH]cc(CCn3ccc(O)c(C/C=C/c4ccccc4)c3=O)c2c1	1.6	0.4	2.2	-1.7	-1.2	5.8	-0.6	7.4	0.0
O=C(CNC(=O)c1ccccc1F)OCc1nc2ccc(Cl)cc2n1CCO	-9.2	/	/	-19.7	0.1	/	/	-0.2	-1.7
COc1ccccc1C(=O)COC(=O)/C(=C/c1ccccc1)NC(C)=O	-1.4	0.2	-0.6	0.3	-5.8	3.1	0.0	3.8	-1.9
CCOC(=O)COc1ccc(S(=O)(=O)NCc2ccco2)cc1	3.8	-1.6	1.2	5.8	-0.4	-6.2	-1.6	-2.4	-3.6
Cc1noc(C)c1CN(C(=S)NC1CC2CCC1C2)c1ccccc1 (stereo not drawn)	1.4	-0.5	2.2	-0.8	-5.7	-3.9	0.5	0.4	2.0
CC(C)Oc1ccc(S(=O)(=O)N2CCOCC2)cc1NC(=O)Cc1cccs1	-1.9	1.0	1.1	1.8	-1.5	2.2	-1.6	9.3	-2.3
CN1C(=O)C2CN(CCc3ccccc3)CNC2N(C)C1=O (stereo not drawn)	5.5	-3.7	-0.6	7.1	-0.8	-1.8	-2.4	-2.4	-0.8
COc1cc2oc3ccccc3c2cc1N(CC(=O)N1CCCCC1)S(=O)(=O)c1ccc(C)cc1	0.3	-1.1	-6.8	-0.1	-0.3	-13.9	-2.0	-10.7	7.2
COc1ccc(NC2CCCN(C(=O)Cn3ccc(C)n3)C2)cc1OC (stereo not drawn)	4.8	1.4	5.8	2.4	-4.0	3.5	-2.7	3.5	-6.5
CSCC[C@H](N)C(=O)NCC1CCC(C(=O)Nc2ccc3c(c2)OCO3)CC1 (stereo partly drawn)	3.0	-2.6	1.1	-0.9	2.6	4.4	3.5	-2.6	-1.7
CCN1CCC2(CCN(Cc3cn[nH]c3-c3ccc(OC)c(F)c3)C2)C1 (stereo not drawn)	3.4	-1.5	-3.4	12.1	0.6	-2.0	0.9	4.4	6.4
CCOc1ccc2[nH]c(=O)c(C(c3nnnn3CCOC)N3CCOCC3)cc2c1 (stereo not drawn)	-0.5	1.1	-2.4	-2.0	-3.6	5.7	0.6	-0.4	-2.7
CC(=O)COC(=O)CNC(=O)c1ccc(Br)cc1	-5.2	2.4	-0.9	-7.2	-5.7	4.4	2.9	-9.0	2.6
COc1ccc(CNC(=O)Nc2ccc([N+](=O)[O-])cc2)cc1	7.4	1.1	-5.2	9.3	1.4	1.3	0.9	6.8	2.7
COc1ccccc1Oc1ncnc2sccc12	5.5	2.3	-2.1	1.2	0.1	2.1	0.3	5.3	-3.0
O=C(CSc1nnc(-c2ccccc2O)o1)NC1CCCCC1	2.8	1.1	-0.8	0.4	3.0	6.8	1.5	0.3	1.4
COc1ccc(OCCCC(=O)Nc2cccc(C(C)=O)c2)cc1	4.5	1.2	-3.2	-5.5	-6.4	-3.8	4.2	0.4	0.3
Cc1ccn2c(NC3CCCCC3)c(C(C)C)nc2c1	-0.9	-1.2	-0.3	-1.8	-0.7	3.3	0.4	0.6	1.4

These rows are one share of the data. The share of hits here may be higher or lower than overall.
